Screening results: PubChem BioAssay, Broad Institute
BL2 CD40 inh: CD40 pathway inhibition in BL2 cells | BL2 NF-kB luciferase reporter, CD40L-induced, 4 h | inhibition, % at 10 µM | 83,000 compounds, 0.94% hits | AID 1053188;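 active = mean inhibition of at least 50% with a set share of replicates also reaching that level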;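 also: 0% = neutral control wells and 100% = IKK inhibitor VII at 50 µM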
* hit, by the source's call; [ ] = dose if it differs, or a comment. An excerpt; rates above refer to the full screens.

| BL2 CD40 inh | SMILES |
| --- | --- |
| -1.5 | CN(C(=O)COC(=O)COc1ccccc1F)C1CCS(=O)(=O)C1 (stereo not given) |
| 3.2 | O=C(C1CCN(c2nc(-c3ccccc3)nc3c2CCC3)CC1)N1CCCC1 |
| -19.1 | CCC1([N+](=O)[O-])COC(c2ccc(Cl)cc2)OC1 (stereo not given) |
| 0.3 | CN(C)CCn1c(=O)n(-c2ccc(F)cc2)c(=O)c2c3c(sc21)CCCCC3 |
| 3.7 | CC(NC(=O)C1CCC(=O)N1Cc1ccc(F)cc1)c1ccc2c(c1)OCCO2 (stereo not given) |
| 3.4[25 µM] | O=C(CC1CC1)N1CC(=O)N2[C@H](CO)[C@@H](c3ccc(C#Cc4cccc(F)c4)cc3)[C@H]2C1 |
| 1.8 | O=C1CCCc2ccccc2N1 |
| 0.5[25 µM] | O=C(O)C[C@@H]1C=C[C@@H](NC(=O)Nc2cc(F)ccc2F)[C@@H](CO)O1 |
| -5.9 | COc1cccc(C(=O)COC(=O)COc2c(C)cc(C)cc2C)c1 |
| 4.9 | O=C(NCCc1ccncc1)C(F)(F)F |
| 1.4[25 µM] | C[C@H](CO)N1C[C@H](C)[C@H](CN(C)S(=O)(=O)c2cn(C)cn2)Oc2ncc(C3=CCCCC3)cc2C1=O |
| 10.8 | CCC(C)(CC(=O)O)CC(=O)Nc1cc(C(F)(F)F)cc(C(F)(F)F)c1 (stereo not given) |
| 12.3 | CCOC(=O)c1c(C)[nH]c(C)c1C(=O)COc1ncnc2ccccc12 |
| 0.0 | Cn1c(SCc2ccon2)nc2ccccc2c1=O |
| 7.5 | O=C1CC(NS(=O)(=O)c2cccnc2)CN1c1ccccc1 (stereo not given) |
| 1.6 | COc1ccc(CNC(=O)C(C)NS(=O)(=O)c2ccc(C)cc2)cc1 (stereo not given) |
| -0.3[25 µM] | COc1ccccc1-c1ccc2n(c1=O)C[C@H]1[C@H](CO)[C@@H](C(=O)NC3CCC3)N(C(=O)NC(C)C)[C@@H]21 |
| 1.2[25 µM] | CO[C@H](C(=O)N(C)C[C@H]1OCc2ccccc2-c2c(n(C)c3ccccc23)C(=O)N([C@@H](C)CO)C[C@H]1C)c1ccccc1 |
| 9.1[25 µM] | O=C(C[C@H]1CC[C@H]2[C@@H](COC[C@@H](O)CN2C(=O)c2ccncc2)O1)Nc1ccc(-c2ccccc2)cc1 |
| 12.9 | O=S(=O)(NCCN1CCOCC1)c1ccc(Oc2ccccc2Cl)cc1 |
| 0.4 | COc1ccc(C2(C)NC(=O)N(CC(=O)Nc3c(C)n(C)n(-c4ccccc4)c3=O)C2=O)cc1 (stereo not given) |
| 3.5 | CC12CCC(C(=NO)C1=NO)C2(C)C (stereo not given) |
| 2.9 | COc1ccc(CNS(=O)(=O)CCNC(=O)c2ccc(OC)cc2)cc1 |
| -0.9 | CCN(CC)CCn1nc(C)nc1-c1ccccc1O |
| 2.5 | COc1ccc(C)cc1S(=O)(=O)N1c2ccc(C)cc2C2CN(C)CCC21 (stereo not given) |
| -26.3 | Cc1ccnc(N2CCC(C(=O)NCc3ccc(F)cc3)CC2)n1 |
| -0.9 | COc1ccccc1OCCCC(=O)Nc1ccc(N2CCOCC2)cc1 |
| -0.1 | CC(C)(C)CC(=O)NC(=S)NCc1ccco1 |
| 26.8 | O=C(N=C1SC2CS(=O)(=O)CC2N1Cc1ccccc1)c1ccccc1 (stereo not given) |
| -118.4 | c1cncc(-c2noc(-c3cccc4ccccc34)n2)c1 |

The closing seven compounds of the part before come first, to join the parts:
| BL2 CD40 inh | SMILES |
| --- | --- |
| -0.9 | CCN(CC)CCn1nc(C)nc1-c1ccccc1O |
| 2.5 | COc1ccc(C)cc1S(=O)(=O)N1c2ccc(C)cc2C2CN(C)CCC21 (stereo not given) |
| -26.3 | Cc1ccnc(N2CCC(C(=O)NCc3ccc(F)cc3)CC2)n1 |
| -0.9 | COc1ccccc1OCCCC(=O)Nc1ccc(N2CCOCC2)cc1 |
| -0.1 | CC(C)(C)CC(=O)NC(=S)NCc1ccco1 |
| 26.8 | O=C(N=C1SC2CS(=O)(=O)CC2N1Cc1ccccc1)c1ccccc1 (stereo not given) |
| -118.4 | c1cncc(-c2noc(-c3cccc4ccccc34)n2)c1 |
| 0.4[25 µM] | O=C(NC1CCCC1)[C@H]1[C@H](CO)[C@H]2Cn3c(ccc(C4=CCCCC4)c3=O)[C@@H]1N2CC1CC1 |
| 12.4 | CC(C)(C)NC(=O)COC(=O)CCC(=O)c1ccc(Cl)cc1 |
| -3.8 | O=C(c1cc(F)ccc1F)C1CCCN(C(=O)CCCN2CCCCC2=O)C1 (stereo not given) |
| -17.2 | CC(C)c1nc(-c2ccccn2)no1 |
| 14.3 | COc1cccc2sc(=NC(=O)CS(=O)(=O)c3ccc(F)cc3)n(C)c12 |
| -7.9 | O=C(Cn1cnc2ccccc21)Nc1ccc2c(c1)OCCCO2 |
| -6.5[25 µM] | O=C(Nc1cc(F)ccc1F)N1C[C@@H]2[C@H](c3ccccc31)[C@@H](CO)N2C(=O)c1ccccc1 |
| 4.3 | CCCN(C(=O)CSCc1ccccc1C)c1c(N)n(Cc2ccccc2)c(=O)[nH]c1=O |
| -4.0 | O=C(NCc1cccnc1)C1c2ccccc2C(=O)N1Cc1ccccc1 (stereo not given) |
| 0.6 | CN1CC2C(c3ccc(Br)cc3)C(C1)N2S(C)(=O)=O (stereo not given) |
| -9.1 | Cc1ccc(N(C(=O)c2sc(C)nc2C)C(C(=O)NC(C)(C)C)c2ccncc2)cc1 (stereo not given) |
| 10.2 | N#C[C@@H]1[C@@H](c2ccccc2C2=CCCC2)[C@H](CO)N1C(=O)NC1CCCC1 |
| 2.9 | CC(=O)c1cccc(NC(=O)C2C3C=CC(C4CC34)C2C(=O)O)c1 (stereo not given) |
| -25.4 | COC(=O)c1sc(N2CCN(Cc3ccccc3)CC2)nc1N |
| 3.6 | CC(c1ccon1)N(C)Cc1c(C(=O)N(C)Cc2ccccc2)nc2ccccn12 (stereo not given) |
| 1.2[25 µM] | CO[C@@H]1CN(C)C(=O)c2ccc(NC(=O)c3cccc(F)c3)cc2OC[C@@H](C)NC[C@H]1C |
| 1.2 | COc1ccccc1N1CCN(C(=O)Oc2ccccc2)CC1 |
| 14.8 | CCOC(=O)c1ccccc1OCc1cc(/C=N/NC(=O)c2ccncc2)ccc1OC |
| 5.0 | Cc1noc(C)c1NC(=O)N(C)C[C@H]1Oc2ccc(NS(=O)(=O)c3ccc(Cl)cc3)cc2C(=O)N([C@H](C)CO)C[C@H]1C |
| -70.5 | O=C(CN1CCCCC1)Nc1nc(-c2ccccc2)cs1 |
| 13.4 | CCOC(=O)Cc1nc2cc(Cl)ccc2o1 |
| 1.4 | CC(=O)c1cccc(NC(=O)c2ccc(OCc3c(C)noc3C)cc2)c1 |
| 1.4[25 µM] | CCNC(=O)[C@@H]1[C@@H](CO)[C@@H]2Cn3c(ccc(-c4cccc(OC)c4)c3=O)[C@@H]2N1Cc1nccs1 |
| 7.8 | COCCn1c2nc(=O)n(-c3ccccc3)c(=O)c-2nc2ccccc21 |
| 10.7 | O=C(CN1CCN(Cc2ccccc2)CC1)N1CCN(c2ccccc2)CC1 |
| 12.3 | CCOC(=O)Cn1cc([N+](=O)[O-])c(OC)n1 |
| 8.7 | CCC(c1nnnn1Cc1cccs1)N1CCN(C(=O)c2ccco2)CC1 (stereo not given) |
| 9.7 | CCc1noc(C)c1C(=O)N1CCCC1 |
| -6.3 | Cc1nc(Nc2nc3ccccc3o2)nc(C)c1C(=O)Nc1ccc(F)cc1 |
| 23.5 | O=S1(=O)CCN(OCc2ccc(F)cc2Cl)CC1 |

Two neighbouring records out of the list so far:
| BL2 CD40 inh | SMILES |
| --- | --- |
| 12.3 | CCOC(=O)Cn1cc([N+](=O)[O-])c(OC)n1 |
| 8.7 | CCC(c1nnnn1Cc1cccs1)N1CCN(C(=O)c2ccco2)CC1 (stereo not given) |

Next part
| BL2 CD40 inh | SMILES |
| --- | --- |
| 3.7 | NC(=O)c1ccc(SCC(=O)OCC(=O)N2CCCC2=O)c([N+](=O)[O-])c1 |
| -4.2 | FC(F)Sc1ccc(NC(=S)NC(c2ccccc2)c2ccccc2)cc1 |
| 7.5 | COCCCNC(=O)CSc1nc2cc(S(=O)(=O)N3CCCCC3)ccc2o1 |
| -6.9 | COc1ccc(C(C)=O)cc1COC(=O)c1ccc2c(c1)OCCO2 |
| -0.4 | CCCc1c(C)c2cccc(C)c2[nH]c1=O |
| 28.0 | Nc1cc2c([N+](=O)[O-])cccc2o1 |
| -40.7 | COc1cccc(C(=O)Cn2c(=N)n(C)c3ccccc32)c1 |
| -70.6 | O=C(Cc1ccccc1)c1ccc(N2CCOCC2)cc1 |
| 24.9 | Cc1csc(NC(=O)CSc2[nH]c(=O)ncc2C)n1 |
| 11.9 | O=C(Cc1ccccc1)NCCS(=O)(=O)N1CCN(c2ccccc2)CC1 |
| -6.7 | O=C1c2cccnc2C(=O)N1Cc1ccc(S(=O)(=O)NCc2ccco2)cc1 |
| 6.2 | C[C@@H]1CN([C@H](C)CO)C(=O)Cc2cc(NS(C)(=O)=O)ccc2O[C@@H]1CN(C)Cc1ccccc1 |
| 28.0[25 µM] | COc1ccc(S(=O)(=O)Nc2ccc3c(c2)C(=O)N([C@@H](C)CO)C[C@@H](C)[C@H](CN(C)Cc2ccc(C(F)(F)F)cc2)OCCCC[C@H](C)O3)cc1 |
| -4.4 | COC(=O)C(CC(=O)c1ccc(C)cc1)n1cccn1 (stereo not given) |
| 2.4 | O=C(NCCSc1c[nH]c2ccccc12)c1ccc(Br)o1 |
| -6.3 | CCN(CC(=O)Nc1c(F)cccc1F)C(=O)c1ccc(S(=O)(=O)N2CCCCC2)cc1 |
| -5.8[25 µM] | CC(C)N(C[C@H]1N[C@H](CO)[C@@H]1c1ccc(C2=CCCCC2)cc1)C(=O)CN(C)C |
| 3.6 | O=C(C1CCCN(CCCc2ccccc2)C1)N1CCCCCC1 (stereo not given) |
| 0.0 | O=C(C[C@H]1CC[C@H]2[C@@H](COC[C@@H](O)CN2S(=O)(=O)c2ccc(Cl)cc2)O1)NCCN1CCCCC1 |
| 65.9* | c1ccc2oc(C3=NNC(=NC4CC4)SC3)cc2c1 |
| -48.3 | Cc1ccc(OCc2cc(C(=O)N3CCCC(O)C3)no2)cn1 (stereo not given) |
| 0.6 | N#Cc1cnn(-c2cccc(Cl)c2)c1N |
| -1.5 | CC(=O)c1ccc(NC(=O)N[C@@H](CC(C)C)C(=O)O)cc1 |
| -21.0[25 µM] | CN(C)C(=O)c1ccc(-c2ccc3c(c2)[C@H]2[C@H](CCN2C(=O)c2ccccn2)[C@H](CO)N3C)cc1 |
| 4.6 | O=C(O)c1nccnc1C(=O)NCc1csc2ccc(Cl)cc12 |
| 2.9 | O=C(c1ccccc1)N1C[C@@H]2[C@H](c3ccccc31)[C@H](CO)N2C(=O)c1cccc(F)c1 |
| 2.7 | O=C1CC(/C=C/c2ccccc2)=Nc2ccccc2N1 |
| 13.2 | O=C(COc1ccccc1-c1ccccc1)N/N=C/c1ccncc1 |
| 3.2 | Clc1ccc2c(c1)-c1[nH]ncc1CS2 |
| 1.7 | C[C@@H]1CN(C)C(=O)Cc2cc(N)ccc2O[C@@H]1CN(C)C(=O)OC(C)(C)C |

Later entries:
| BL2 CD40 inh | SMILES |
| --- | --- |
| -0.5 | C[C@H](CO)N1C[C@H](C)[C@@H](CN(C)C(=O)c2ccccc2)OCc2cn(nn2)CCCC1=O |
| 1.2 | C/C(CC(=O)NCc1ccc(Cl)cc1)=N\NC(=O)c1ccccc1F |
| 21.1 | CC(=O)Nc1nnc(SCC(=O)N2CCCc3ccccc32)s1 |
| -3.8 | CC1CC(=O)Nc2ccccc2N1S(=O)(=O)c1cccs1 (stereo not given) |
| 10.5 | O=C(NCC1COc2ccccc2O1)C1(c2ccccc2)CCCC1 (stereo not given) |
| 2.8 | COCCN(C(=O)c1cccc(-n2cnnn2)c1)c1c(N)n(CC(C)C)c(=O)[nH]c1=O |
| 7.2 | CCCn1c(N)c(N(CCOC)C(=O)c2ccc(-c3ccc(Cl)cc3)o2)c(=O)[nH]c1=O |
| 32.0 | Cn1c(=O)c2[nH]c(CCCCCCCc3nc4ccccc4[nH]3)nc2n(C)c1=O |
| 3.4 | Cc1ccc(F)cc1C(=O)N1CCC1(C)C(=O)O (stereo not given) |
| 11.6 | CC(=O)Nc1ccc(NC(=O)C(C)OC(=O)c2ccc3[nH]c(C)c(C)c3c2)cc1 (stereo not given) |
| 4.4 | O=C(CCCOc1ccccc1)Nc1nnc(C2CCCO2)s1 (stereo not given) |
| -40.5 | Cc1ccccc1Nc1c(-c2ccc(N3CCOCC3)cc2)nc2ncccn12 |
| 6.5 | CCC(=O)N1CCC1(C)C(=O)Nc1ncc(C)s1 (stereo not given) |
| 4.2 | Cc1ccc(NS(=O)(=O)c2cccc(C(=O)N3CCOCC3)c2)cc1 |
| 9.1 | Cn1c(=O)c2ncn(CC(=O)NCCOCc3ccccc3Cl)c2n(C)c1=O |
| -1.2 | O=C(Oc1ccccc1N1CCOCC1)c1ccccc1 |
| -8.1 | CC(=O)Nc1ccc(C(=O)NC2CCSc3ccccc32)cc1 (stereo not given) |
| 2.0 | O=C(Nc1ccc(Cl)cc1)N1CCOC12CCCCC2 |
| -14.4[25 µM] | CCN(C[C@H]1N[C@@H](CO)[C@@H]1c1ccc(C2=CCCC2)cc1)C(=O)c1cccnc1 |
| -11.2 | Nc1ccc2oc(-c3ccc4nc[nH]c4c3)nc2c1 |
| -1.9 | CCn1c(=O)c(C(=O)NCCN2CCCCC2)c(O)c2ccccc21 |
| 10.4 | Cc1ccc(S(=O)(=O)N2CCOCC2)cc1NC(=O)COC(=O)c1ccc(Br)cc1 |
| 2.3 | CN1C(=O)c2cc(NC(=O)C3CCOCC3)ccc2OC[C@@H]2O[C@H](CC(=O)NCC3CC3)CC[C@H]21 |
| 5.1[25 µM] | COCc1cn(CC[C@H]2CC[C@H](NC(=O)Nc3c(C)noc3C)[C@H](CO)O2)nn1 |
| -2.4 | COC(=O)c1c(C(=O)OC)c(-c2ccccc2)n2c1CS(=O)C2 (stereo not given) |
| -3.3 | CCCCOn1c(C)c(C(=O)OCC)c2c3nonc3ccc21 |
| 17.5 | Cn1c(=O)c2c(ncn2CC(=O)NC(C)(C)C)n(C)c1=O |
| 6.8 | COc1ccc(CC(N)c2csc(Nc3ccc(S(C)(=O)=O)cc3)n2)cc1 (stereo not given) |
| 9.7 | Cc1ccc2nc3c(cc(C(N)=S)c(=N)n3CCCOC(C)C)c(=O)n2c1 |
